Screening data (PubChem)
GPR7 antagonist – human neuropeptides B/W receptor 1 antagonism; P48145; GPR7-expressing cells, fluorescence antagonist assay; inhibition, % at 4.4 µM; 1.1% of 290,000 active; in the data active means inhibition above about 16%, passing the limit was not always enough;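 further: cells stimulated with the agonist NPW; 0% = agonist with vehicle and 100% = vehicle without agonist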
Target sequence (P48145 whole entry, looked up): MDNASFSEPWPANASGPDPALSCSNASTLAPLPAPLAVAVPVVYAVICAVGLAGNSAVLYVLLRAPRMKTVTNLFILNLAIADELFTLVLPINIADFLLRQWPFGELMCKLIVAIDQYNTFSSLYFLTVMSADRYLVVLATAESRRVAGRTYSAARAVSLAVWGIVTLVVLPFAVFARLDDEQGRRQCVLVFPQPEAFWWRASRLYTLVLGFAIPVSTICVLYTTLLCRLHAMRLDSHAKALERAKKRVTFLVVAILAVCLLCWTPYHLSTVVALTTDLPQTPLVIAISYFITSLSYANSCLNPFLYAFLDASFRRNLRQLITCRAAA
CHO parental Ca – counter-screen: ATP calcium response change in parental CHO cells. parental CHO-K1, ATP-induced calcium, Fluo-8 fluorescence. inhibition, % at 5.6 µM. 0.63% of 330,000 active;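 active means inhibition above that plate's mean sample inhibition plus 3 SD, cut at about 26% in these data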;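 further: 0% = ATP-challenged DMSO wells and 100% = DMSO wells without ATP; some compounds past the cut are filed as inactive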
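Measured by: calcium-sensitive Fluo-8 fluorescence / Test system: CHO parental line / Controls: ATP-challenged DMSO wells low, unchallenged DMSO wells high / Measure: % inhibition / Compound: single nominal dose of 5.6 µM per compound / Replicates: single well per compound, no replicates / Reagent: ATP as calcium-mobilizing challenge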
CHO-K1 Ca antag – counter-screen for M1 antagonists: effect in parental CHO-K1 cells; AID 602250; inhibition, % at 3 µM; 0.6% of 360,000 active; ATP-induced calcium, Fluo-8 fluorescence;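 active means inhibition above a per-plate cutoff, the plate's mean sample inhibition plus 3 SD, cut at about 24% in these data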;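 further: 0% = DMSO plus EC80 ATP and 100% = DMSO alone without ATP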
M1 ag parental – nonselective activator or artifact in parental CHO-K1 cells; activation, % at 3 µM; AID 602248; 0.48% of 360,000 active; Fluo-8 calcium fluorescence; scaled to maximal ATP response, vehicle zero; in the data active means activation above about 15%;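 further: untransfected CHO-K1 host cells lacking M1 receptor as counterscreen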
OXTR potentiator – human OXTR potentiation | CHO-OTR cells, Fluo-8 calcium fluorescence, potentiator mode; 0% = oxytocin EC15, 100% = EC100 | activation, % at 3 µM | 0.061% of 320,000 active | AID 2445;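 active means activation above that plate's cutoff, the mean activation of tested compounds plus 3 SD, cut at about 6.6% in these data, passing the limit was not always enough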;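 further: 100% uses oxytocin at 75 nM as the full agonist control; some results filed as inactive read as strong as hits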
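System: human OTR in CHO cells; Also added: sub-maximal oxytocin, roughly EC15; Timing: compound 6 min at room temperature before oxytocin, 100 s read; Technique: Fluo-8 intracellular calcium fluorescence, ex 470-495, em 515-575 nm; Controls: oxytocin EC15 low and EC100 high; Replication: singlicate.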
OXTR agonist – agonists of human oxytocin receptor; CHO-OTR cells, Fluo-8 calcium fluorescence; normalized: DMSO 0%, oxytocin 100%; 0.32% of 320,000 active; AID 2435; P30559; activation, % at 3 µM;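 active means activation above the mean of all tested compounds plus 3 SD, cutoff set per screening run, cut at about 20% in these data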;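 further: peak over basal fluorescence ratio from a 100 s FLIPR kinetic read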
M1 PAM parental – counter-screen for M1 PAMs: effect in parental CHO-K1 cells. ATP EC20, Fluo-8 calcium fluorescence; 0% at ATP EC20, 100% at ATP max. activation, % at 3 µM. 0.02% of 360,000 active. AID 602247;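 active means activation above the run cutoff, the mean activation of all test compounds plus 3 SD, cut at about 40% in these data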;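 further: peak over basal fluorescence ratio in a 140 s read after ATP addition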
V1R ag counter – V1a receptor agonism, counter-screen for OXTR agonists | 0.25% of 320,000 active | activation, % at 3 µM | CHO-V1R cells, Fluo-8 calcium fluorescence, agonist mode; 0% DMSO, 100% 3 nM vasopressin | P37288;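 active means activation above the mean activation of all tested compounds plus 3 SD, per screening run, cut at about 20% in these data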;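 further: signal is peak over basal fluorescence ratio across a 100 second FLIPR read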
Target sequence (P37288 whole entry, looked up): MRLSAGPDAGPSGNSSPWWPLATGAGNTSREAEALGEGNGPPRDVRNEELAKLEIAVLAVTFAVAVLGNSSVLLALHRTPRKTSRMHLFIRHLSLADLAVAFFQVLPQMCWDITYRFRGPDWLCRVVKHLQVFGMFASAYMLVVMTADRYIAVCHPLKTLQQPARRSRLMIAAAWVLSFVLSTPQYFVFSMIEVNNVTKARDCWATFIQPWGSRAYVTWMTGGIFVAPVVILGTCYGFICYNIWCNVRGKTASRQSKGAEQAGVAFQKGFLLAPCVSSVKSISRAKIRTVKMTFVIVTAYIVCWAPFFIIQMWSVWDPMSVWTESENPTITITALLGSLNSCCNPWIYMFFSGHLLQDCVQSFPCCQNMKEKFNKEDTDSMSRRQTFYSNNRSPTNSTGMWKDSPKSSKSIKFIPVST
TAAR1 antag – antagonists of human TAAR1; Q96RJ0; CHO RD-HGA16 TAAR1, Fluo-8 calcium fluorescence, antagonist; inhibition, % at 3 µM; 1.5% of 360,000 active; AID 624466;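 active means inhibition above a per-plate cutoff, the mean inhibition of test compounds on that plate plus 3 SD, cut at about 49% in these data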;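 further: 0% = DMSO plus EC80 beta-PEA response and 100% = DMSO alone without agonist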
Target sequence (Q96RJ0 whole entry, looked up): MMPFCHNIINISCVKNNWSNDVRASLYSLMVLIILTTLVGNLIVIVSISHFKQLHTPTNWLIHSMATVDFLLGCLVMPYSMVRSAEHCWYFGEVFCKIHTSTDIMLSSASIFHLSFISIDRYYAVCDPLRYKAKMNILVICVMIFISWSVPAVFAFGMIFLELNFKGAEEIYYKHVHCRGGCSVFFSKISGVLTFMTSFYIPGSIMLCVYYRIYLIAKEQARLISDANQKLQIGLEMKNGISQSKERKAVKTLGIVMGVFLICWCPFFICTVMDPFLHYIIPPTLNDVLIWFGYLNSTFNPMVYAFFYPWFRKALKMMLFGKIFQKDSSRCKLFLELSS
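System: RD-HGA16 CHO cells with stable hTAAR1 and Gα16 | Probe or stimulus: EC80 β-phenethylamine stimulus | Dosing: 3 µM, single point | Times: Dye loading 75 min at 37 °C, then 30 min room temperature | Measured by: Fluo-8 calcium-sensitive fluorescence | Read-out basis: % inhibition of agonist calcium response | Replicates: n of 1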
Active calls of the source: *; nt = no result given.

1. Cc1ccc(NS(=O)(=O)c2ccc(C(=O)OCC(=O)Nc3cc(C)on3)cc2)cc1
2. Cc1ccc(-c2nnc(C)c(N3CC(C)OC(C)C3)n2)cc1 (stereo not drawn)
3. O=C(NNS(=O)(=O)c1ccc(Cl)cc1)c1cccc(S(=O)(=O)N2CCOCC2)c1
4. COc1cc(OC)cc(C(=O)NCC(=O)N2CCCCC2)c1
5. Cn1ncc([N+](=O)[O-])c1C(=O)Nc1nccs1
6. COc1ccc2[nH]c3c(c2c1)CCN1C(=O)C(CC(=O)NC(C)(C)C)C[C@H](C(=O)N(C(C)C)C(C)C)[C@@]31C (stereo partly drawn)
Assay by compound	1	2	3	4	5	6
GPR7 antagonist	26.0*	-0.6	-1.9	-8.8	-2.8	nt
CHO parental Ca	nt	1.0	-10.3	5.1	-9.1	-25.5
CHO-K1 Ca antag	2.1	-13.6	-13.3	1.9	-6.5	-11.1
M1 ag parental	19.4*	0.5	0.6	0.1	7.3	0.3
OXTR potentiator	nt	-7.5	1.6	0.7	-0.6	nt
OXTR agonist	nt	-0.1	0.8	2.1	1.1	nt
M1 PAM parental	24.3	23.5	12.8	-7.0	17.8	29.0
V1R ag counter	nt	0.4	-0.6	1.5	0.4	nt
TAAR1 antag	7.5	1.1	-23.3	-3.5	-0.9	-21.0

7. CN(C)C(=O)C1CCC(=O)N1Cc1cccs1 (stereo not drawn)
8. CCOC(=O)NC(=O)c1cn(Nc2ccccc2)c(=O)[nH]c1=O
9. O=NN(CC(=O)NNc1ccccc1)CC(=O)NNc1ccccc1
10. CCc1ccc(/C=C2/SC(=S)N(CCC(=O)Nc3cccc(C(=O)O)c3)C2=O)cc1
11. O=C1CC(N2CCN(c3ccc(F)cc3)CC2)C(=O)N1c1ccc(F)cc1 (stereo not drawn)
12. C#CCOCCOCCOCCNc1nc(N2CCN(C(=O)[C@H](CCC(=O)O)n3cc([C@@H](N)CO)nn3)CC2)nc(N2CCN(C(=O)[C@H](CCC(=O)O)n3cc([C@@H](N)CCSC)nn3)CC2)n1
Assay by compound	7	8	9	10	11	12
GPR7 antagonist	16.2*	-8.2	nt	-9.6	-9.4	nt
CHO parental Ca	6.1	-7.3	nt	-1.2	-10.6	2.0
CHO-K1 Ca antag	0.4	-11.3	9.0	1.6	-6.8	3.9
M1 ag parental	14.4	0.2	0.0	-0.1	2.4	0.4
OXTR potentiator	-3.7	-5.3	nt	-1.8	4.1	-1.4
OXTR agonist	0.8	-0.7	nt	-0.1	1.4	0.9
M1 PAM parental	16.1	7.1	3.4	13.4	-7.8	-7.5
V1R ag counter	0.1	0.3	nt	0.7	1.3	0.6
TAAR1 antag	0.0	-10.7	-8.5	-9.8	4.5	-15.5

13. Cc1ccc2[nH]c3c(=O)n(CCC4=CCCCC4)cnc3c2c1
14. O=C(COC(=O)CC1CC2CCC1C2)NCc1ccc(F)cc1 (stereo not drawn)
15. Cc1ccc(N(CC(O)CN2CCCCC2)S(=O)(=O)c2ccccc2[N+](=O)[O-])cc1 (stereo not drawn)
16. Cc1ccccc1NC(=O)c1ccccc1NC(=O)c1ccco1
17. CCCCCC(=O)NNC(=O)c1ccc(-c2ccccc2)cc1
18. O=c1[nH]c2ccc([N+](=O)[O-])cc2nc1/C=C(\O)c1ccccc1
Assay by compound	13	14	15	16	17	18
GPR7 antagonist	20.1	nt	3.2	-14.5	12.8	4.5
CHO parental Ca	1.2	0.1	-11.3	-5.0	-9.9	7.1
CHO-K1 Ca antag	nt	-1.6	1.1	13.0	7.3	-8.8
M1 ag parental	nt	0.1	0.5	-0.1	0.3	1.7
OXTR potentiator	-8.7	-6.2	-4.1	-12.7	-7.3	-14.7
OXTR agonist	-0.9	-1.4	0.1	2.4	-0.5	0.6
M1 PAM parental	nt	3.8	14.1	-5.0	-0.5	24.3
V1R ag counter	0.8	-1.0	1.9	-0.8	-0.1	1.1
TAAR1 antag	5.6	-25.2	-7.2	11.2	8.6	-2.3

An excerpt from above in order of their number in OXTR potentiator, high to low:
#	Structure	GPR7 antagonist	OXTR potentiator	TAAR1 antag
15	Cc1ccc(N(CC(O)CN2CCCCC2)S(=O)(=O)c2ccccc2[N+](=O)[O-])cc1 (stereo not drawn)	3.2	-4.1	-7.2
14	O=C(COC(=O)CC1CC2CCC1C2)NCc1ccc(F)cc1 (stereo not drawn)	nt	-6.2	-25.2
16	Cc1ccccc1NC(=O)c1ccccc1NC(=O)c1ccco1	-14.5	-12.7	11.2

The list goes on:
19. COc1ccc(-c2nc(NC(=O)c3[nH]c(C)c(C(C)=O)c3C)sc2C)cc1
20. COc1ccc(CNC(=O)c2ccc3c(=O)n(CCCN4CCCC4=O)c(=S)[nH]c3c2)cc1
21. CCCC(=O)N(Cc1cc(=O)[nH]c2ccccc12)c1ccc(C)cc1
22. O=C(NCC(=O)N(c1ccc2c(c1)OCO2)C(C(=O)NC1CCCC1)c1ccncc1)c1ccco1 (stereo not drawn)
23. CC(C)CN1CCNC(=O)C1CC(=O)NCCc1cnn(-c2ccccc2)c1 (stereo not drawn)
24. CC1CCCCN1C/C=C/c1ccccc1[N+](=O)[O-] (stereo not drawn)
Assay by compound	19	20	21	22	23	24
GPR7 antagonist	-7.4	-15.4	-13.1	-11.4	-23.7	-7.3
CHO parental Ca	-7.5	-13.1	-3.0	-4.0	-27.4	-11.8
CHO-K1 Ca antag	-6.8	-9.2	-3.8	17.1	-7.0	-7.1
M1 ag parental	11.7	0.3	1.7	-0.7	-0.2	0.5
OXTR potentiator	-29.3	0.5	-9.2	-2.3	3.9	-4.3
OXTR agonist	8.0	0.5	-2.4	-0.5	-0.3	1.3
M1 PAM parental	15.5	-3.9	21.6	-5.7	7.7	15.0
V1R ag counter	9.3	0.7	0.8	0.6	2.0	0.7
TAAR1 antag	88.3*	-1.7	-1.8	3.4	4.0	2.1

25. CCN(CC)c1ccc(C(=O)NNC(=O)CNC(=O)c2cccs2)cc1
26. CCc1nc2ccccc2c(C(=O)O)c1C
27. COc1ccc(NC(=S)N2CCC(c3nc4ccccc4[nH]3)CC2)c(OC)c1
28. Cc1cccc(NC(=O)NCc2cccnc2)c1C
29. O=C(O)CCc1nc2cc(Cl)ccc2n(Cc2ccccc2)c1=O
30. O=C(NCC1CCCCC1)c1cc(-c2cc(F)ccc2OCC2CCCO2)n[nH]1 (stereo not drawn)
Assay by compound	25	26	27	28	29	30
GPR7 antagonist	nt	-4.5	-1.1	-12.3	-7.0	nt
CHO parental Ca	-1.9	-4.9	-8.1	-8.5	-13.0	nt
CHO-K1 Ca antag	-5.7	1.2	-15.9	-16.9	-8.1	3.1
M1 ag parental	0.0	0.3	0.0	2.8	1.1	1.6
OXTR potentiator	-2.4	2.0	1.1	-5.1	3.1	nt
OXTR agonist	1.1	0.9	-1.0	-0.7	-0.5	nt
M1 PAM parental	-0.9	12.0	-0.3	17.1	12.9	13.8
V1R ag counter	1.0	-0.2	-0.6	-0.1	-1.0	nt
TAAR1 antag	-26.0	4.0	10.3	-10.8	-25.1	4.3

Entries above with a COOH group (4):
10. CCc1ccc(/C=C2/SC(=S)N(CCC(=O)Nc3cccc(C(=O)O)c3)C2=O)cc1
12. C#CCOCCOCCOCCNc1nc(N2CCN(C(=O)[C@H](CCC(=O)O)n3cc([C@@H](N)CO)nn3)CC2)nc(N2CCN(C(=O)[C@H](CCC(=O)O)n3cc([C@@H](N)CCSC)nn3)CC2)n1
26. CCc1nc2ccccc2c(C(=O)O)c1C
29. O=C(O)CCc1nc2cc(Cl)ccc2n(Cc2ccccc2)c1=O
Assay by compound	10	12	26	29
GPR7 antagonist	-9.6	nt	-4.5	-7.0
CHO parental Ca	-1.2	2.0	-4.9	-13.0
CHO-K1 Ca antag	1.6	3.9	1.2	-8.1
M1 ag parental	-0.1	0.4	0.3	1.1
OXTR potentiator	-1.8	-1.4	2.0	3.1
OXTR agonist	-0.1	0.9	0.9	-0.5
M1 PAM parental	13.4	-7.5	12.0	12.9
V1R ag counter	0.7	0.6	-0.2	-1.0
TAAR1 antag	-9.8	-15.5	4.0	-25.1

Next results
31. COC(=O)C(Cc1ccccc1)NC(=O)CNC(=O)c1ccc(Br)o1 (stereo not drawn)
32. C=CC[N+]1(CC#Cc2ccccc2)CCCC1
33. COc1ccccc1-c1ccc2c(c1)C(C)(Cc1cccc(F)c1)C(=O)N2 (stereo not drawn)
34. NN/C(=C\[N+](=O)[O-])Nc1ccccc1
35. O=C(Nc1cccc2ccccc12)c1ccc(OC(=S)N2CCOCC2)cc1
36. COc1ccccc1OCC(=O)NNC(=O)CCCC(=O)NNC(=O)COc1ccccc1OC
Assay by compound	31	32	33	34	35	36
GPR7 antagonist	nt	-5.4	nt	-0.8	-13.9	-12.7
CHO parental Ca	-11.4	-4.3	nt	-5.0	16.5	-1.7
CHO-K1 Ca antag	-14.1	-1.6	-1.2	-4.5	-0.8	-4.5
M1 ag parental	0.7	-0.1	-0.1	0.7	10.9	0.5
OXTR potentiator	-3.7	0.7	nt	3.3	-9.8	-4.8
OXTR agonist	-0.1	-0.1	nt	-0.2	10.8	-0.2
M1 PAM parental	2.1	5.6	0.5	4.0	8.2	0.1
V1R ag counter	0.6	1.8	nt	0.8	8.7	-0.7
TAAR1 antag	-6.2	-8.5	24.9	-1.3	42.8	-16.1

37. Cc1cc(/C=C(\C#N)C(=O)NCc2ccccc2)cc(C)c1O
38. O=C(CSc1nnc(NC(=O)c2c(F)cccc2F)s1)NCC1CCCO1 (stereo not drawn)
39. CC1=NN(C(=O)CCc2ccc3c(c2)OCO3)C(O)(C(F)(F)F)C1 (stereo not drawn)
40. CN(Cc1nccn1C)C(=O)c1ccc(OC2CCN(CCc3ccccc3)CC2)cc1
Assay by compound	37	38	39	40
GPR7 antagonist	-14.1	nt	-20.4	-21.4
CHO parental Ca	-11.8	-6.6	-2.7	-21.2
CHO-K1 Ca antag	-12.4	-3.8	9.0	4.6
M1 ag parental	2.0	2.5	3.6	0.1
OXTR potentiator	-5.0	1.5	1.0	-7.1
OXTR agonist	0.6	0.5	0.6	0.3
M1 PAM parental	-0.8	17.7	13.2	-17.6
V1R ag counter	2.9	-0.2	0.1	-0.1
TAAR1 antag	3.8	5.5	-1.9	-15.1

One compound at a time (already shown):
CN(Cc1nccn1C)C(=O)c1ccc(OC2CCN(CCc3ccccc3)CC2)cc1 across the screens: GPR7 antagonist = -21.4; CHO parental Ca = -21.2; CHO-K1 Ca antag = 4.6; M1 ag parental = 0.1; OXTR potentiator = -7.1; OXTR agonist = 0.3; M1 PAM parental = -17.6; V1R ag counter = -0.1; TAAR1 antag = -15.1
O=C(CSc1nnc(NC(=O)c2c(F)cccc2F)s1)NCC1CCCO1 (stereo not drawn) across the screens: GPR7 antagonist = nt; CHO parental Ca = -6.6; CHO-K1 Ca antag = -3.8; M1 ag parental = 2.5; OXTR potentiator = 1.5; OXTR agonist = 0.5; M1 PAM parental = 17.7; V1R ag counter = -0.2; TAAR1 antag = 5.5
